# QS inhibitor = S. aureus quorum sensing inhibition; S. aureus RN6390 RNAIII-GFP reporter, AIP-induced, flow cytometry 3 h; inhibition, % at 2 µM; hit rate 0.3% among 24,000;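 active means share of bacteria positive for the green fluorescent reporter and its mean brightness both inhibited by 50% or more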;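 further: 0% = AIP-stimulated control and 100% = unstimulated bacteria without AIP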
# QS inhibitor GFP MFI % = recorded beside QS inhibitor, whose call it bears; inhibition, %; measured here: inhibition of GFP MFI
# * marks the source's active call; other numbers are inactive results.
cpd	compound	QS inhibitor GFP MFI %	QS inhibitor
1	COc1cc2nc(N3CCN(C(=O)C4COc5ccccc5O4)CC3)nc(N)c2cc1OC (configuration not stated)	-9	-3
2	NS(=O)(=O)c1cc2c(cc1C(F)(F)F)NC(Cc1ccccc1)NS2(=O)=O (configuration not stated)	4	1
3	c1ccc2c(CC3=NCCN3)cccc2c1	18	-3
4	CC(C)Cc1ccc(C(C)C(=O)O)cc1 (configuration not stated)	-8	-2
5	CC1=NN(c2ccccc2)C(=O)C1	52	32
6	COc1ccc(CN(CCN(C)C)c2ccccn2)cc1	2	-1
7	COc1ccccc1OCC(O)COC(N)=O (configuration not stated)	-6	0

# Nothing new here: 3 of the compounds above.
cpd	compound	QS inhibitor GFP MFI %	QS inhibitor
3	c1ccc2c(CC3=NCCN3)cccc2c1	18	-3
4	CC(C)Cc1ccc(C(C)C(=O)O)cc1 (configuration not stated)	-8	-2
5	CC1=NN(c2ccccc2)C(=O)C1	52	32

# Screens (PubChem)

# These rows are one share of the data (hit frequency here may not be typical).
